Source: PubChem
D2 antagonist: antagonizes the human D2 dopamine receptor; HEK293 TREx D2 cells, calcium flux, dopamine EC80; inhibition, % at 10 µM; actives 2% (n = 340,000); AID 485344; in the data active = inhibition above about 30%; note: 0% is about no effect
Target sequence (P14416 whole entry, looked up): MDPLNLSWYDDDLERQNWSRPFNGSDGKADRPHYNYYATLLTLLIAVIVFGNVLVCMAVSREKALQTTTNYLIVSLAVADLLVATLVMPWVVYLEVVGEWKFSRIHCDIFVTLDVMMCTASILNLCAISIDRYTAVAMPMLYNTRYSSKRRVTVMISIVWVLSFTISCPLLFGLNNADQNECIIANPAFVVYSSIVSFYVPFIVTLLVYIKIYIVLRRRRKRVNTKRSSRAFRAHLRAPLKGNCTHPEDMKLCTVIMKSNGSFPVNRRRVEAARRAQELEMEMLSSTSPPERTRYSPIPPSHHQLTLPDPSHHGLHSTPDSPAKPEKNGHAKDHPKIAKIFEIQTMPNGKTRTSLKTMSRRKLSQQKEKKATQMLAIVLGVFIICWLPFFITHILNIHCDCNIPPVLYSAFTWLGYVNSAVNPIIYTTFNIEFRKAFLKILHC
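Tetracycline-induced HEK293 T-REx cells expressing D2 force-coupled to calcium signalling were dye-loaded, exposed to compound for 180 s, then challenged with an EC80 of dopamine; calcium flux was followed kinetically for a further 180 s.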
USP1-UAF1 inh: inhibitors of human USP1/UAF1 deubiquitinase. actives 0.23% (n = 390,000). Potency, µM (top dose mostly 57.1 µM), inactives show top-dose activity change, negative = inhibition, hits mostly inhibitors. O94782. AID 743255. recombinant USP1/UAF1, Ub-Rhodamine cleavage fluorescence; note: potency is the fitted concentration of half-maximal effect; % is set by controls: 0 for no effect and ±100 for the full control effect; nearly all actives have a fitted effect of over 60% in size; inactives centre near -12
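1 nM enzyme complex + cpd, 15 min RT; start with Ub-Rho 150nM final; kinetic fluorescence ex 480/em 540, 6 reads q60 s. Buffer 50mM HEPES pH 7.8, 0.5mM EDTA, 0.1 mg/ml BSA, 1mM TCEP, 0.01% Tween-20.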
mIDH1 inhibitor: blocks human mutant IDH1 R132H enzyme; O75874; IDH1-R132H enzyme, NADPH consumption, diaphorase/resazurin fluorescence; Potency, µM (titrated, usually from 76.6 µM), inactives show at the highest dose activity change, negative = inhibition, actives largely listed as inhibitors; actives 0.093% (n = 390,000); AID 602179; note: potency is the fitted concentration of half-maximal effect; % is set by controls: 0 for no effect and ±100 for the full control effect; nearly all actives have a fitted effect of over 65% in size
Target sequence (O75874 whole entry R132H, stated change not applied): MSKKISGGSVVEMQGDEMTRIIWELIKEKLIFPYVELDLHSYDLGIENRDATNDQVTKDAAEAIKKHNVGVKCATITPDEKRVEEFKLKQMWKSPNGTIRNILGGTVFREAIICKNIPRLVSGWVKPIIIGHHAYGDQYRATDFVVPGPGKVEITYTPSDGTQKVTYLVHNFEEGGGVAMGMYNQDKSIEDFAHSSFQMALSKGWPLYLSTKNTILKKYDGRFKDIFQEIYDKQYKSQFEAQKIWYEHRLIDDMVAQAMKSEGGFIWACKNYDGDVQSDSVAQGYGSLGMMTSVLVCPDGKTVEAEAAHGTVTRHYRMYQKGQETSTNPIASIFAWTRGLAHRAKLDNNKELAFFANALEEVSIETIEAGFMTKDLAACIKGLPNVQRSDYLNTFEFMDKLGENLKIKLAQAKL
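IDH1-R132H (0.5 ug/mL) preincubated 30 min with compound, then NADPH (0.016 mM) and alpha-KG (2 mM) added; 80 min at RT, pH 7.5. Remaining NADPH coupled via diaphorase/resazurin to fluorescence (540/590 nm); concentration-response curves normalized to no-enzyme control.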
D2 agonist: D2 dopamine receptor (human) agonism; AID 485358; activation, % at 2 µM; HEK293 T-REx D2 cells, calcium flux agonist mode; actives 0.53% (n = 340,000);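 active = activation over 3 SD above normal in the single-dose calcium agonist read, cut at about 30% in these data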; note: 0% is about no effect
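HEK293 Trex D2 cells, tetracycline-induced, o/n 30 C 5% CO2; no-wash Ca dye, RT 30–90 min; 10-cycle baseline, 23 nl cpd added, kinetic Ca read 180 s; agonist hits = positive Ca response.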
TRHR PAM: allosterically enhances the human TRH receptor; P34981; TRHR cells, fluo-8 calcium fluorescence, EC20 TRH enhancement; enhancement, % at 2 µM; actives 0.66% (n = 360,000); in the data active = enhancement above about 30%; note: 0% is about no effect
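Enhancer read-out: after compound pinning and an initial kinetic agonist-mode read, an EC20 of TRH (10 nM final) was injected and fluo-8 calcium signal (Ex 480/Em 530) followed at 1 s/cycle for 100 cycles in TRHR-expressing cells.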
TRHR agonist: TRH receptor (human) agonism; P34981; TRHR cells, calcium flux fluo-8, FDSS agonist mode; activation, % at 2 µM; actives 0.18% (n = 360,000); in the data active = activation above about 30%; note: 0% is about no effect
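TRHR-expressing cells loaded with fluo-8 calcium dye; 23 nL library compound pin-transferred, kinetic FDSS fluorescence (Ex 480/Em 530) recorded about 180 s for agonist-induced calcium release, before a 10 nM TRH EC20 addition for potentiator mode.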
Pin1 inhibitor: blocks the human prolyl isomerase Pin1; AID 504891; Pin1 FP peptide displacement, HiFluor488, 10 min; Potency, µM (top dose mostly 115 µM), inactives show at the highest dose activity, negative = inhibition, hits mostly inhibitors; Q13526; actives 0.009% (n = 390,000); active = well fitted inhibition curve with a large enough effect in the polarisation, with a control signal flat, not every such curve was filed as active; inconclusive = small, poorly fitted or top-dose-only effect, or effect the other way, or a change in a side signal; inactive = no such curve, though single readings can be large or run the other way; the % refers to the polarisation; note: potency is the fitted concentration of half-maximal effect; % is set by controls: 0 for no effect and ±100 for the full control effect
Target sequence (Q13526 whole entry, looked up): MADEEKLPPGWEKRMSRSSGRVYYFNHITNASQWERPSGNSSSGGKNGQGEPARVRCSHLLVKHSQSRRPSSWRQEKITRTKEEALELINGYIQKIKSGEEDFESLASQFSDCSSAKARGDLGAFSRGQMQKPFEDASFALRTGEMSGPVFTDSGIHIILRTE
rTrxR1 inhibitor: rat TrxR1 inhibition | Potency, µM (doses to about 114 µM), without a hit: top-dose activity change, negative = inhibition, usual class: inhibitors | recombinant rTrxR1, NADPH fluorescence consumption, selenite substrate | actives 1% (n = 390,000); note: potency is the fitted concentration of half-maximal effect; % is set by controls: 0 for no effect and ±100 for the full control effect; nearly all actives have a fitted effect of over 65% in size
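Rat TrxR1 (90 nM in the dispensed reagent) was pre-reduced with 400 uM NADPH for 5 min at room temperature, then incubated with compound for 15 min. After 400 uM selenite was added, NADPH fluorescence (Ex 340/Em 450 nm) was followed for 8 min.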
TrxR1 substrate: is turned over as a substrate by rat TrxR1 | O89049 | AID 588456 | purified TrxR1 substrate turnover, NADPH consumption readout | actives 0.01% (n = 390,000) | Potency, µM (titrated, usually from 114 µM), for the others: at the top dose activity change, negative = substrate turnover; note: potency is the fitted concentration of half-maximal effect; % is set by controls: 0 for no effect and ±100 for the full control effect; nearly all actives have a fitted effect of over 50% in size
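Rat TrxR1, dispensed at 90 nM, was prereduced with 400 uM NADPH (final) for 5 min at ~22 deg C, then incubated with compound 15 min before 400 uM selenite. A first-read NADPH fluorescence drop versus no-compound background flagged substrates.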
Numbers without * were called inactive; ? = inconclusive; / = no result given; & = joins results of further samples; [ ] = remark or other dose. Unless noted, calls come from the whole dose curve; as a rule, active = well fitted inhibition curve with a large enough effect; inconclusive = small, poorly fitted or top-dose-only effect; inactive = no such curve, though single readings can be large or run the other way.

SMILES	D2 antagonist	USP1-UAF1 inh	mIDH1 inhibitor	D2 agonist	TRHR PAM	TRHR agonist	Pin1 inhibitor	rTrxR1 inhibitor	TrxR1 substrate
Cc1nnsc1C(=O)NC(C)C12CC3CC(CC(C3)C1)C2 (centres undefined)	-14.2	-5.0%	-2.6%	-0.1	-0.4	-0.1	?	21.6%	2.5%
NC(=O)CNc1ncc(C(F)(F)F)cc1Cl	-18.6	-11.6%	0.0%	2.2	11.0	0.2	-0.8%	-1.6%[57.1 µM]	-3.5%[57.1 µM]
O=S(=O)(NCC1CCCO1)c1cccc(S(=O)(=O)N2CCCC2)c1 (centres undefined)	/	-10.4%	1.4%	/	5.5	0.0	-4.3%	24.2%[57.1 µM]	8.7%[57.1 µM]
O=C(O)c1ccc(N2CCCCS2(=O)=O)cc1	1.1	?	10.1%	0.2	-6.5	0.9	3.2%	15.5%[57.1 µM]	-2.8%[57.1 µM]
Cc1ccc(/C=N/NC(=O)c2nnn(-c3nonc3N)c2CNc2ccccc2)cc1	-18.0	-9.5%	3.4%	-3.2	-7.3	0.6	-1.6%	21.5%[57.1 µM]	4.6%[57.1 µM]
Cc1ccccc1CN1CCNC(=O)C1CC(=O)NC1CCCCCCC1 (centres undefined)	/	-25.2%	0.0%	/	2.5	-0.1	4.6%	?	3.9%
O=C(NC1CCCCC1)N1CCCC(c2nc(-c3cccs3)no2)C1 (centres undefined)	10.5	0.5%	-3.9%	-0.3	1.5	-0.2	0.8%	-9.5%	-9.2%
CN(C)S(=O)(=O)c1ccc(NC(=O)Cn2nc(-c3ccc4c(c3)OCCO4)ccc2=O)cc1	/	-11.3%	1.2%	/	/	/	3.9%	9.0%	6.0%
O=C(CSc1nnc(COc2ccc(F)cc2)o1)N1CCCCC1	97.1*	-13.3%	5.8%	0.2	-3.4	0.0	0.4%	11.7%	4.1%
CCN(C(=O)Cn1cnc2c1c(=O)n(C)c(=O)n2C)C1CCCCC1	1.1	1.1%	-13.8%	0.0	2.1	0.0	1.9%	-10.2%	-7.5%
CCOc1ccc(-n2c(-c3ccco3)nc3c(cnn3-c3ccc(C)cc3)c2=O)cc1	-6.4	-24.4%	10.5%	-0.5	1.5	0.0	-4.7%	?	0.5%
CCCCCOc1ccc(CSCCNC(=S)Nc2ccccc2)cc1	3.9	-7.6%	4.9%	0.5	-0.6	1.5	-9.6%	-13.8%	-12.1%
COc1ccc(C(=O)NCCS(=O)(=O)NCc2cccnc2)cc1	/	-8.5%	-10.9%	/	32.5*	0.0	3.2%	7.1%[57.1 µM]	3.4%[57.1 µM]
Cc1ccc(-c2cc(C(=O)Nc3cc(C)on3)c3ccccc3n2)cc1	0.6	1.7%	7.0%	0.1	5.5	-0.4	31.8%[activator]	-5.7%	-4.9%
CN(C)c1ccc(/C=C/c2ccc3ccccc3[n+]2C)cc1	-1.5	-15.8%	9.0%	0.3	-3.4	-0.4	76.8%[activator]	-11.7%&0.8%	-6.2%&-7.5%
Cc1nc(N2CCOCC2)nc(N2CCC(C)CC2)c1[N+](=O)[O-]	9.5	-19.8%	0.3%	-1.6	5.4	-1.0	3.1%	-5.6%	-12.2%
COc1ccc2[nH]cc(CCN=C3SCC(=O)N3C)c2c1	-6.9	-12.0%	4.2%	-1.3	-2.7	-0.3	-5.0%	-1.8%	1.9%
Cc1nc2ccccc2nc1OCc1cccc(Cl)c1	1.4	-6.6%	1.8%	0.6	2.6	-0.3	2.9%	-14.4%	-4.9%
CCN1CCN(C(=O)N2CCOCC2)CC1	14.5	1.8%	-0.4%	-0.7	-1.1	0.2	-1.3%	8.1%[57.1 µM]	5.6%[57.1 µM]
COc1ccc(-c2coc3cc(O[C@@H]4O[C@H](CO)[C@@H](O)[C@H](O)[C@H]4O)ccc3c2=O)cc1	/	-7.6%	-3.3%[38.3 µM]	/	/	/	-1.1%	17.7%	-4.9%
COc1ccnc(Oc2ccc3ccccc3c2)c1C#N	13.2	4.5%	18.0%	-0.7	15.8	-1.0	-12.0%	-5.0%	4.2%
Cc1ccc(CNC(=O)CN2C(=O)C3(SCC(=O)N3c3ccc(F)cc3)c3ccccc32)cc1 (centres undefined)	/	-7.6%	-10.1%	0.2	-13.0	2.2	6.8%	4.0%	-2.8%
O=C(Nc1ccc(-c2ccc3nncn3n2)cc1)C1CCCC1	9.1	-8.3%	2.7%	0.1	2.1	0.4	3.2%	7.5%	6.3%
Cc1ccc(C(C(=O)NC(C)(C)C)N(Cc2cccs2)C(=O)c2csnn2)cc1 (centres undefined)	/	-4.1%	5.6%	/	/	/	?	20.7%	3.7%
C[C@H](CO)N1C[C@H](C)[C@@H](CN(C)C(=O)Nc2ccc(C(F)(F)F)cc2)Oc2c(NS(=O)(=O)c3ccc(F)cc3)cccc2C1=O	/	-19.9%	-4.4%	/	/	/	-0.5%	5.8%	-6.7%
CCn1ccnc1CN(C)Cc1nc(Cc2cccc(C(F)(F)F)c2)no1	-4.2	-10.9%	11.0%	0.3	-2.0	-1.5	-0.7%	14.0%[57.1 µM]	-21.6%[57.1 µM]
CC1CCc2cc(F)ccc2N1C(=O)CSc1nnc2c(n1)[nH]c1ccccc12 (centres undefined)	-13.5	-19.9%	7.0%	-0.7	-2.9	-1.5	8.3%	8.4%[57.1 µM]	6.4%[57.1 µM]
C[C@]12CCC(=O)C=C1C=C[C@@H]1[C@@H]2CC[C@@]2(C)[C@H]1CC[C@@]21CCC(=O)O1	-5.2	-11.9%	-3.5%	0.8	-6.2	0.2	-2.9%	10.7%	-1.5%
CCOc1ccc(NC(=O)C(C)SC(N)=O)cc1 (centres undefined)	4.0	15.6%	-1.2%	0.6	3.3	0.1	0.3%	86.2%[activator]	-2.1%
COC(=O)c1ccc(CNC(=O)C(NC(=O)c2ccco2)C(C)C)cc1 (centres undefined)	-14.1	?	3.7%	6.3	2.2	0.2	1.0%	16.0%	8.7%
CCCn1c(=N)c(C(=O)NC2CCCC2)cc2c(=O)n3cccc(C)c3nc21	16.1	-22.0%&-20.5%	-7.4%&-0.5%	-1.1&-0.9	-1.1&7.3	-0.8&-0.4	0.2%&-5.5%	?	858.8%[activator]
CC(C(=O)N(C)c1ccccc1)N1CCN(C(=O)c2ccccc2)CC1 (centres undefined)	-19.7	-15.6%	6.4%	0.8	-3.8	0.2	-0.3%	15.2%[57.1 µM]	-20.5%[57.1 µM]
CCOc1cc(C)c(S(=O)(=O)Nc2ccc3cn[nH]c3c2)cc1C	-21.2	-8.8%	5.6%	-0.1	2.3	-0.3	-13.3%	14.0%	-1.0%[57.1 µM]
O=S(=O)(c1cccc(Br)c1)N1CCN(S(=O)(=O)c2ccc3c(c2)OCCO3)CC1	/	/	/	/	-1.5	1.1	8.3%&-0.4%	29.2%[57.1 µM]	3.6%[57.1 µM]
O=C(CN1C(=O)C(c2ccc(F)cc2)=NC12CCCC2)Nc1ccc(F)cc1	9.4	0.7%	-1.0%	-0.2	-3.1	0.9	?	18.7%[57.1 µM]	5.5%[57.1 µM]
O=C(CCNC(=O)c1ccc([N+](=O)[O-])cc1)Nc1cc(Cl)ccc1N1CCOCC1	14.8	-9.1%	12.6%	0.5	-2.3	-0.4	-12.0%	18.7%	-2.6%
O=C(COc1ccc2ccc(=O)oc2c1)NCCc1c[nH]c2ccc(F)cc12	-15.2	-9.7%	5.8%	3.0	0.4	-1.5	-5.1%	-5.9%	-1.1%
COCCN(Cc1nc2ccccc2c(=O)[nH]1)C(=O)c1cccc(S(=O)(=O)N2CCCC2)c1	8.5	-13.6%	-4.5%	0.4	2.5	0.4	-1.0%	14.4%	1.8%
Nc1ccccc1Nc1ccc([N+](=O)[O-])cc1[N+](=O)[O-]	-10.3	-19.2%	5.2%	-0.1	-7.7	0.0	1.7%	-8.6%	-13.7%
O=C(CC1C(=O)NCCN1Cc1ccccc1F)NC1CCCCCC1 (centres undefined)	-8.1	/	/	-1.2	-1.9	0.0	/	/	/
CCN(CC)C(=O)[C@H]1CC(CC(=O)NCc2cccc(C(F)(F)F)c2)C(=O)N2CCc3c([nH]c4ccc(OC)cc34)[C@]12C (some centres undefined)	/	-29.0%	0.0%[38.3 µM]	/	/	/	2.3%	-3.0%	-11.2%
C/C(=N/NC(=O)CSc1nc2ccccc2n1C)c1ccncc1	-0.4	-1.6%	4.5%	-0.5	-6.4	0.3	-0.1%	18.7%	4.8%
COCCCN(C(=O)CC1OC(=O)c2ccccc21)c1c(N)n(Cc2ccccc2)c(=O)[nH]c1=O (centres undefined)	1.8	-19.5%	5.9%	0.2	-8.5	0.8	-1.8%	-13.4%	-7.8%
C=CCN1C(=O)/C(=C2\SC(N3CCOCC3)=NC2=O)c2cc(Br)ccc21	-9.6	-2.5%	4.5%	-0.1	0.1	-1.1	?	-2.8%	-3.1%
C/C(=N\NC1=N[C@H]2CS(=O)(=O)C[C@H]2S1)c1ccccc1	5.7	5.7%	1.2%	0.4	-3.6	0.7	1.3%	10.6%[57.1 µM]	5.5%[57.1 µM]

Single values from the entries so far:
rTrxR1 inhibitor result of `O=C(CN1C(=O)C(c2ccc(F)cc2)=NC12CCCC2)Nc1ccc(F)cc1` : 18.7%[57.1 µM]
Pin1 inhibitor result of `CC(C(=O)N(C)c1ccccc1)N1CCN(C(=O)c2ccccc2)CC1` (centres undefined) : -0.3%
D2 agonist result of `C/C(=N\NC1=N[C@H]2CS(=O)(=O)C[C@H]2S1)c1ccccc1` : 0.4

These rows are one share of the data; the hit share may differ from the screen's.
